HepG2 tox: qHTS for Inhibitors of TGF-b: Cytotox Counterscreen. HepG2 CAGA-GFP viability, ATP luminescence, 18 h. Potency, µM (titrated, usually from 46.1 µM), without a hit: at the top dose activity change, negative = cytotoxicity, actives largely listed as cytotoxic. 0.76% of 410,000 active; also: some results filed as inactive show a strong effect at the top dose
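HepG2 CAGA-GFP cells (1000/well, DMEM with 1% FBS) received compound, then TGF-beta at 500 pg/mL final, and were incubated 18 hours at 37 degrees C. Viability was read by CellTiter-Glo luminescence. Media-only wells were set as complete cell-killing and DMSO as no toxicity.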
A549 tox: Nrf2 qHTS screen for inhibitors: counterscreen for cytotoxicity; A549 ARE-Fluc cells, CellTiter-Fluor viability, 18-24 h; Potency, µM (series often up to 46 µM), inactives show at the top dose activity change, negative = cytotoxicity, most hits filed as inhibitors; 0.16% of 390,000 active; also: % is scaled to controls: 0 for no effect and ±100 for the full control effect
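Cytotoxicity counterscreen: CellTiter-Fluor fluorescence was measured in A549 ARE_Fluc cells after 18-24 h of compound exposure in a concentration series. The subsequent BugLite luminescent read reports ARE-luciferase activity.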
EPAC2 antag: qHTS for Antagonist of cAMP-regulated guanine nucleotide exchange factor 2 (EPAC2): primary screen; 0.18% of 360,000 active; Potency, µM (titrated, usually from 114 µM), for inactives: top-dose activity, negative = inhibition, most hits filed as inhibitors; EPAC2 GEF exchange of Rap1B-BODIPY-GDP, fluorescence; Rap guanine nucleotide exchange factor 4 (Homo sapiens), Q8WZA2; also: % is scaled to controls: 0 for no effect and ±100 for the full control effect; nearly all actives have a fitted effect of over 45% in size; many of its hits are not listed in these tables
Target sequence (Q8WZA2 whole entry, looked up): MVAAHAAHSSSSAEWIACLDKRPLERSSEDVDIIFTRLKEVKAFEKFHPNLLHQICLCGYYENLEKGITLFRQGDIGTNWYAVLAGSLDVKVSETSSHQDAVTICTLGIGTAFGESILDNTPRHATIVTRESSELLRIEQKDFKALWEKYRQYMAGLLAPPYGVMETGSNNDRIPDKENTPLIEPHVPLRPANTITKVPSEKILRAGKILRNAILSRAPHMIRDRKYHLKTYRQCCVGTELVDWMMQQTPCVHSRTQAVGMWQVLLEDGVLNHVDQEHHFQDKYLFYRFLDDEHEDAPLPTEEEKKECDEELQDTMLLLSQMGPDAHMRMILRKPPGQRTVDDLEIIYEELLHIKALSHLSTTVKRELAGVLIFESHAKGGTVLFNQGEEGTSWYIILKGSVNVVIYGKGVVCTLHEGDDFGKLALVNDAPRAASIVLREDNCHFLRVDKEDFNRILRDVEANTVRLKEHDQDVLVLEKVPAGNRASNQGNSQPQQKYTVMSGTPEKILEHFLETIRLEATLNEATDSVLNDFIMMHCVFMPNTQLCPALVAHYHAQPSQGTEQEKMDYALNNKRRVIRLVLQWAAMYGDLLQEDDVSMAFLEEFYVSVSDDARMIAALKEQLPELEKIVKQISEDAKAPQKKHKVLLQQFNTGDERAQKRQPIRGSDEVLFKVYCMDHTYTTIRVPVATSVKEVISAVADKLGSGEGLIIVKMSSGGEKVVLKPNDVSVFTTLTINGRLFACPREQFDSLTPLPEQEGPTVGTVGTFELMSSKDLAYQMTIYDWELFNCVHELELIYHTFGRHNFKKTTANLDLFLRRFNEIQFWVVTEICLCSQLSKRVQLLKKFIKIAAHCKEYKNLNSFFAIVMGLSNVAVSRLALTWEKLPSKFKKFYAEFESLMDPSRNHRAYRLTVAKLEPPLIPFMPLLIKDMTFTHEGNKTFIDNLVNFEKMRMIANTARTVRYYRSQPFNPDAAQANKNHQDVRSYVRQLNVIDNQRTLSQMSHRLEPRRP
Nrf2 ARE act: qHTS of Nrf2 Activators. AREc32 ARE-luciferase reporter (MCF7-derived line), luminescence, 24 h. Potency, µM (top dose mostly 46.1 µM), without a hit: at the top dose activation, hits mostly activators. 0.31% of 410,000 active. AID 624171, 2012; also: % of control where 0% means no effect; nearly all actives have a fitted effect of over 65% in size
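AREc32 cells carrying an ARE-driven firefly luciferase, 1000 cells/well in OPTI-MEM with 5% FBS, dosed after overnight attachment and incubated 24 hr at 37 deg C. Steady-Glo luminescence read after 30 min at RT.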
ATXN2 expr inh: Primary qHTS for Inhibitors of ATXN expression. HEK-293 ATXN2-luciferase reporter, luminescence, 24 h. Potency, µM (doses to about 57 µM), for the others: top-dose activity change, negative = inhibition, hits mostly inhibitors. 0.72% of 360,000 active. AID 1745845, 2022; also: % is scaled to controls: 0 for no effect and ±100 for the full control effect; nearly all actives have a fitted effect of over 55% in size
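ATXN2-luciferase reporter cells (luciferase flanked by upstream and downstream ATXN2 gene portions) were treated 24 h at 37 °C with compounds at up to 57 uM. SteadyGlo luminescence gave expression; GF-AFC fluorescence gave viability.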
Nrf2 block: Nrf2 qHTS screen for inhibitors. 2.1% of 360,000 active. AID 504444, 2011. Potency, µM (doses to about 46 µM), for inactives: at the highest dose activity change, negative = inhibition, hits mostly inhibitors. A549 ARE-Fluc reporter, luciferase luminescence, 18-24 h; also: % is scaled to controls: 0 for no effect and ±100 for the full control effect; nearly all actives have a fitted effect of over 60% in size
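A549 ARE_Fluc cells (5000/well, 5% FBS OPTI-MEM) pre-incubated 2 h, then treated with compounds 18-24 h at 37C/5% CO2 in concentration-response. CellTiter-Fluor viability read first; BugLite luciferase luminescence after 15 min at room temperature gives Nrf2 activity.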
ATXN viability: Viability Counterscreen for Primary qHTS for Inhibitors of ATXN expression; S2 cells (HEK-293 line with an ATXN2-luciferase reporter) viability, CellTiter-Fluor protease fluorescence, 24 h; Potency, µM (top dose mostly 56.7 µM), hits mostly cytotoxic; 0.49% of 400,000 active; AID 651635, 2014; also: nearly all actives have a fitted effect of over 40% in size
MCF10A rereplic: A quantitative high throughput screen for small molecules that induce DNA re-replication in MCF 10a normal breast cells; 2.9% of 350,000 active; MCF 10A DNA re-replication, Hoechst nuclear intensity, 48 h; Potency, µM (series often up to 46.1 µM), for inactives: at the top dose activity, positive = re-replication, actives largely listed as activators; AID 624296, 2012; also: % of control where 0% means no effect; nearly all actives have a fitted effect of over 50% in size
TGFb inhibitor: qHTS for Inhibitors of TGF-b; Potency, µM (series often up to 46.1 µM), inactives show top-dose activity, negative = inhibition, actives largely listed as inhibitors; 1.2% of 410,000 active; AID 588855, 2011; HepG2 CAGA-GFP TGF-b/SMAD3 reporter, GFP fluorescence, 18 h; TGF-beta stimulated, 500 pg/mL final; also: % is scaled to controls: 0 for no effect and ±100 for the full control effect; nearly all actives have a fitted effect of over 65% in size
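Inhibition of TGF-beta-driven CAGA-GFP reporter expression in HEPG2 cells is measured by cellular GFP fluorescence after 18 h stimulation with 500 pg/mL recombinant TGF-beta in 1% FBS medium at 37 degrees C.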
* = called active by the depositor; i = inactive; ? = inconclusive; · = not tested or not shown; & = joins results of further samples; [ ] = remark or other dose. Calls follow the shape of the dose curve; as a rule, active = well fitted curve in the direction sought with a large enough effect; inconclusive = small, poorly fitted or top-dose-only effect, or another doubt; inactive = no such curve, though single readings can be large; an effect the other way counts as inactive or inconclusive. Potency is read from the fitted curve at half-maximal effect. Only part of the results is shown; the hit share may differ from the screen's.

nr	SMILES	HepG2 tox	A549 tox	EPAC2 antag	Nrf2 ARE act	ATXN2 expr inh	Nrf2 block	ATXN viability	MCF10A rereplic	TGFb inhibitor
1	CC(=O)/C=N/Nc1ccccc1	-93.3%	2.4%	8.3%	0.1%	-8.6%	-3.7%	i	0.9%	22.4µM*
2	Clc1ccc(/C=N/N2CCCCC2)cc1	0.9%	-1.1%	-4.3%	1.0%	·	18.3%	?	0.7%	2.4%
3	CC(C)OC(=O)C[N+](C)(C)CCN1C(=O)C2C(c3ccccc3)C=CC(c3ccccc3)C2C1=O (configuration not stated)	0.2%	4.3%	3.4%	0.0%	10.6%	-3.1%	i	2.0%	3.2%
4	COc1cc2sc(NC(=O)c3ccco3)nc2cc1Cl	-7.0%	-0.2%	24.0%	11.9%	-29.8%	4.8%	i	1.0%	-21.8%
5	COc1cc(C)ccc1OCCCn1c(-c2ccc(Cl)cc2)nc2ccccc2c1=O	6.7%	8.1%	·	-0.2%	8.1%	13.7%	i	·	-3.9%
6	CC(C(=O)NC(C)(C)C)N(C(=O)CS(=O)CC(=O)Nc1ccc(F)cc1)c1ccccc1F (configuration not stated)	-15.8%	-10.9%	-1.4%	-0.5%	-4.4%	-20.5%	i	-1.8%	-0.9%
7	COc1ccc2cc(C3=CCCCC3)ncc2c1	-8.3%	0.2%	-10.2%	13.8%	94.8%[activator]	?	i	19.3%	5.7%
8	OCc1ccccc1CN1CCCCCC1	4.2%	1.4%	-5.6%	-0.5%	-4.1%	-7.1%	i	6.0%	-0.1%
9	N/C(Cc1cccs1)=N\OC(=O)COc1ccc(Cl)cc1Cl	-2.6%	9.1%	-0.8%	4.4%	46.6%[activator]	?	i	5.4%	18.9%
10	Nc1cc([N+](=O)[O-])cc2oc(-c3ccccc3)cc12	-20.3%	-6.4%	0.6%	21.2%	·	2.7%	i	3.8%	4.1%
11	COc1ccc(NC(C)=O)cc1NC(C)C(=O)Nc1cccc(S(=O)(=O)N2CCOCC2)c1 (configuration not stated)	-12.1%	-0.7%	5.5%	0.2%	·	-1.3%	?	-2.9%	-3.8%
12	N=c1c2ccccc2nnn1-c1ccc(C(F)(F)F)cc1	2.2%	2.1%	-6.3%	-0.4%	1.9%	2.3%	i	?	3.7%
13	CC(=O)Nc1ccc(C(=O)Nc2ccc3c(c2)OCO3)cc1	-2.4%	21.6%	13.0%[57.1 µM]	3.5%	29.5%	27.8%	i	1.0%	-8.8%
14	CC1(C(=O)N2CC3(CC(c4cccc(NC(=O)COc5ccc(Cl)cc5)c4)=NO3)C[C@@H]2C(N)=O)CC1 (some centres not stated)	-6.5%	-5.6%	1.5%	-0.1%	-6.4%	-15.8%	i	-0.7%	?
15	O=c1c2cc(Cl)ccc2nc(-c2ccccc2Cl)n1O	-35.5%	-3.0%	-5.9%	-0.4%	-2.9%	-9.5%	i	?	-31.3%
16	Cc1ccc(C(=O)COC(=O)CCC(=O)Nc2ccc(Oc3ccccc3)cc2)cc1C	-2.5%	-1.2%	·	0.2%	11.3%	6.0%	i	·	-5.9%
17	CN(Cc1ncc[nH]1)C(=O)c1cc(COc2c(F)cccc2F)on1	3.8%	2.4%	1.8%	-0.7%	5.7%	0.9%	i	13.3%	3.5%
18	CC(=O)Nc1nc(C)c(-c2csc(Nc3ccccn3)n2)s1	-23.3%&-26.1%	-9.5%&-18.0%	-0.5%&-1.4%	3.9%&2.4%	16.8%&16.2%	?	?	?	?
19	CCc1cc(=O)[nH]c(SCc2cccc3ccccc23)n1	-40.0%	4.2%	-12.0%	0.3%	·	0.1%	i	?	?
20	O=c1oc2ccccc2c(NCc2ccc(Cl)cc2)c1[N+](=O)[O-]	-24.8%	5.0%	-9.9%	5.9%	·	3.9%	?	?	?

Rewritten screen by screen: entries from further up.
[4] COc1cc2sc(NC(=O)c3ccco3)nc2cc1Cl
[7] COc1ccc2cc(C3=CCCCC3)ncc2c1
[20] O=c1oc2ccccc2c(NCc2ccc(Cl)cc2)c1[N+](=O)[O-]
[2] Clc1ccc(/C=N/N2CCCCC2)cc1
[16] Cc1ccc(C(=O)COC(=O)CCC(=O)Nc2ccc(Oc3ccccc3)cc2)cc1C
[1] CC(=O)/C=N/Nc1ccccc1

| compound no. | 4 | 7 | 20 | 2 | 16 | 1 |
| --- | --- | --- | --- | --- | --- | --- |
| HepG2 tox | -7.0% | -8.3% | -24.8% | 0.9% | -2.5% | -93.3% |
| A549 tox | -0.2% | 0.2% | 5.0% | -1.1% | -1.2% | 2.4% |
| EPAC2 antag | 24.0% | -10.2% | -9.9% | -4.3% | · | 8.3% |
| Nrf2 ARE act | 11.9% | 13.8% | 5.9% | 1.0% | 0.2% | 0.1% |
| ATXN2 expr inh | -29.8% | 94.8%[activator] | · | · | 11.3% | -8.6% |
| Nrf2 block | 4.8% | ? | 3.9% | 18.3% | 6.0% | -3.7% |
| ATXN viability | i | i | ? | ? | i | i |
| MCF10A rereplic | 1.0% | 19.3% | ? | 0.7% | · | 0.9% |
| TGFb inhibitor | -21.8% | 5.7% | ? | 2.4% | -5.9% | 22.4µM* |

(cont.)
nr	SMILES	HepG2 tox	A549 tox	EPAC2 antag	Nrf2 ARE act	ATXN2 expr inh	Nrf2 block	ATXN viability	MCF10A rereplic	TGFb inhibitor
21	COc1cc2oc(=O)cc(-c3ccc(-c4ccc(N(C)C)cc4)cc3)c2c(OC)c1OC	-26.0%	5.3%	2.9%	1.2%	-0.9%	-7.2%	·	1.03µM*	7.0%
22	COc1ccc(OCc2cc(C(=O)N3CCOCC3)no2)c(Cl)c1	-1.2%	-8.6%	-3.2%	0.2%	11.4%	?	i	-2.4%	-6.6%
23	Cc1ncc(CN2CCC(C(=O)Nc3ccc(-n4cccn4)cc3)CC2)s1	-2.1%	2.4%	1.1%	-0.2%	7.4%	2.2%	i	3.3%	-6.5%
24	O=C(CCN1C(=O)C2C3C=CC(C3)C2C1=O)NC1CCCCC1 (configuration not stated)	0.3%	7.8%	-2.3%	-0.1%	0.4%	2.4%	i	?	-7.9%
25	Cc1c(N=Cc2nc3ccccc3[nH]2)c(=O)n(-c2ccccc2)n1C	-10.6%	-25.1%	-3.1%	7.1%	7.7%	-5.0%	i	-5.5%	7.6%
26	COc1ccc(S(=O)(=O)Nc2c(C)nc3nc[nH]n3c2=O)cc1	-1.2%&-2.1%	-0.4%&-2.6%	2.6%	0.2%&0.3%	2.0%&13.9%	?	i	-30.7%[inhibitor]	7.1%&6.7%
27	CCn1c2ccccc2c2cc(NC(=O)C(C)Oc3ccccc3)ccc21 (configuration not stated)	-35.4%	-8.3%	-3.3%	-0.4%	-3.4%	?	i	-0.2%	2.7%
28	CCCC(C(=O)NCCc1ccc(S(N)(=O)=O)cc1)c1ccccc1 (configuration not stated)	9.5%	1.2%	-6.6%	-2.1%	17.1%	-8.8%	i	-3.5%	8.4%
29	CCc1ccc(C(=O)N2CCN(c3ccc(NC(=O)c4ccco4)cc3)CC2)cc1	1.9%	-5.1%	5.4%	0.3%	-11.8%	-16.2%	i	-0.1%	8.3%
30	COc1ccc(OC)c(CNC(=O)Cn2nc(C)c3c(C)n(-c4ccc(C)cc4)nc3c2=O)c1	-15.7%	-11.8%	?	0.5%	-30.3%	0.0%	i	2.1%	?
31	CCCC[C@@H]1CNC(=O)C(=O)N1CCc1cc(C(F)(F)F)cc(C(F)(F)F)c1	-3.6%	-3.1%	-12.0%	-0.6%	-0.9%	4.9%	?	-13.6%	?
32	Cc1nc2c(C#N)c[nH]n2c(=O)c1Cc1ccccc1	9.3%	1.5%	-14.6%	0.6%	-1.7%	-6.3%	i	-12.5%	-6.2%
33	COc1ccc(C(O)c2nc(-c3cnn(C)c3)cs2)cc1 (configuration not stated)	0.1%	·	5.9%	0.4%	0.3%	·	i	·	7.9%
34	CC(Oc1ccc(Br)cc1)C(=O)NCCCN1CCCC1=O (configuration not stated)	2.8%	-1.0%	-1.6%	-0.4%	0.2%	-0.8%	i	0.1%	16.3%
35	Cc1ccc(S(=O)Cc2ccc(C(=O)NCc3ccc(OC(C)C)cc3)o2)cc1 (configuration not stated)	-16.2%	14.5%	·	0.3%	·	?	·	·	-22.6%
36	CCOC(=O)/C=C/[C@H]1Cc2ccccc2CO1	25.3%	0.3%	-3.2%	2.8%	2.3%	6.7%	i	-13.3%	5.2%
37	Cc1csc(NC(=O)C2CCCCC2)n1	8.5%	10.1%	-1.3%	0.0%	35.5%	?	i	?	5.9%
38	O=C(O)Cc1ccc2oc(-c3cccnc3)nc2c1	-38.4%	2.6%	0.1%	0.4%	12.8%	0.4%	i	1.6%	-14.1%
39	Cc1sc2nc(SCC(=O)O)[nH]c(=O)c2c1C	-2.1%	-0.3%	13.5%	0.3%	-7.4%	-18.8%	i	1.0%	3.7%
40	C=CCOc1cccc(C(=O)Nc2ncn[nH]2)c1	17.4%	-0.3%	-0.2%	2.3%	·	1.4%	i	1.8%	21.1%
41	CCCc1cc(=O)[nH]c(SCCN2C(=O)c3ccccc3C2=O)n1	-5.4%	0.1%	-7.4%	-0.5%	-4.0%	3.4%	i	-8.8%	5.0%
42	Cc1cccc(Cn2c(C)c(CNC3CCCCCC3)c(C(=O)O)c2C)c1	3.8%	0.2%	·	0.3%	4.7%	1.3%	i	·	-0.9%
43	CC(C)NC(=O)c1onc(CSc2ccc(C(C)C)cc2)c1C(=O)O	-16.9%	6.2%	-21.2%	0.7%	14.8%	?	i	10.7%	-10.2%
44	COc1ccccc1-n1nc(C(=O)O)c2ccccc2c1=O	-1.6%	8.0%	6.4%	-0.7%	1.9%	10.5%	i	-2.5%	-5.1%
45	COc1ccc(Br)cc1S(=O)(=O)N1CCCc2ccccc21	0.5%	-0.3%	-9.8%	-0.4%	-18.8%	-16.1%	i	-17.9%[9.22 µM]	-19.6%
46	CCOC(=O)CNc1c(N2CCN(c3ccccn3)CC2)c(=O)c1=O	1.4%	0.7%	10.2%	-0.3%	3.3%	5.5%	i	-5.6%	2.7%

From PubChem
